Compound activity (PubChem)
hiPSC survival: hiPSC single-cell survival enhancement. ATPlite luminescence; 100% = ROCK inhibitor wells, 0% = DMSO. survival enhancement, % at 20 µM. 0.044% of 360,000 active. AID 602274; in the data active = survival enhancement above about 18%;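 note: cells exposed to compounds for 16 hours before the ATP read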
CaV13 FRET inh: Primary screen for inhibitors of IQ motif and Ca2+-dependent inactivation inhibitor domain binding in CACNA1D, Förster resonance energy transfer in living cells, … | HEK cells, CFP/YFP FRET ICDI-IQ, plate reader, 10 min; percent FRET-ratio fall versus neutral wells | inhibition, % at 12.3 µM | 0.098% of 340,000 active | AID 743397;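 active = mean replicate inhibition of at least 30% and at least 1% of replicates passing that level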;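 note: 0% = median of the neutral control wells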
Cardio protect: myocardial damage modulation in H9c2 cells; protection from H2O2 cell death, % at 20 µM; H9c2 cardiomyocytes, H2O2 injury protection, ATPLite, 2 h; 0.63% of 360,000 active;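 active = compounds giving at least 50% protection of heart cells from peroxide-induced death in the single-dose screen, raw or plate-pattern-corrected value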;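 note: 0% = DMSO wells with peroxide and 100% = DMSO wells without peroxide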
Shn3 3UTR inh: reduces Shn3 3'UTR luciferase signal in osteoblasts | Clone20 osteoblast Shn3 3'UTR firefly luciferase, 24 h | inhibition, % at 12.5 µM | 0.52% of 360,000 active | AID 588674;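 active = mean inhibition of at least 75% with every replicate also reaching 75%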;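 note: 0% = median of neutral control wells and 100% = pilot-screen positive control compound; some compounds past the cut are filed as inactive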
HIF-2a inh: blocks HIF-2a reporter activity; 786-0 RCC cells HIF-2a reporter, luciferase luminescence, overnight; inhibition, % at 18.8 µM; 0.72% of 360,000 active;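 active = inhibition of the luminescence signal of 40% or more relative to plate controls, in a single-dose primary screen at 18.75 µM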
NR2E3 ag-1: human photoreceptor-specific nuclear receptor agonism. Q9Y5X4. CHO-S Gal4-NCOR/VP16-NR2E3 two-hybrid, luciferase. inhibition of corepressor binding, % at 3.98 µM. 0.35% of 360,000 active. AID 602229;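 active = inhibition above the mean of all tested compounds plus 3 SD, cut at about 70% in these data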;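 note: 0% = DMSO with NR2E3 transfected cells and 100% = cells lacking NR2E3 construct; higher means lower luciferase signal from less NR2E3 corepressor binding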
HTR2A ag: agonists of mouse serotonin 5-HT2A receptor (HTR2A). CHO-K1 mHTR2A beta-arrestin complementation, luminescence; percent of 30 µM serotonin response. activation, % at 7.6 µM. P35363. 0.66% of 360,000 active;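 active = activation above a run cutoff, the mean activation of all tested compounds plus 3 SD, cut at about 14% in these data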;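 note: 0% = plate median of compound wells and 100% = 30 µM serotonin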
Target sequence (P35363 whole entry, looked up): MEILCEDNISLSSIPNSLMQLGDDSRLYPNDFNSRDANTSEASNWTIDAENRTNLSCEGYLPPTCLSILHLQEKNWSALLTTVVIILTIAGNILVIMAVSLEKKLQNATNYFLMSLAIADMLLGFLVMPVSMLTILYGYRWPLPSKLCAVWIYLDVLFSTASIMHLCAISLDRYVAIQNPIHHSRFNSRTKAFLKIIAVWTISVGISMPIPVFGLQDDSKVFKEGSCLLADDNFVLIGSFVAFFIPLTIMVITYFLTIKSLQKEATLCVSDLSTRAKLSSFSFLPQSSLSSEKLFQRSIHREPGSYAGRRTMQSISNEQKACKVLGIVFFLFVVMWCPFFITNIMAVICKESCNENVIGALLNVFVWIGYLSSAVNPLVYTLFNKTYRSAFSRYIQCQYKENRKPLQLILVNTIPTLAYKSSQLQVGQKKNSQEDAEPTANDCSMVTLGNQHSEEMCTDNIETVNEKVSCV
PDI inh: PDI (human) enzyme inhibition. P07237. PDI insulin aggregation turbidity, A650, 90 min. inhibition, % at 10 µM. 0.052% of 350,000 active. AID 588391;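 active = mean inhibition across replicates of 30% or more, whatever share of single replicates reach that level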;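 note: absorbance from insulin aggregation driven by PDI reduction with DTT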
Target sequence (P07237 whole entry, looked up): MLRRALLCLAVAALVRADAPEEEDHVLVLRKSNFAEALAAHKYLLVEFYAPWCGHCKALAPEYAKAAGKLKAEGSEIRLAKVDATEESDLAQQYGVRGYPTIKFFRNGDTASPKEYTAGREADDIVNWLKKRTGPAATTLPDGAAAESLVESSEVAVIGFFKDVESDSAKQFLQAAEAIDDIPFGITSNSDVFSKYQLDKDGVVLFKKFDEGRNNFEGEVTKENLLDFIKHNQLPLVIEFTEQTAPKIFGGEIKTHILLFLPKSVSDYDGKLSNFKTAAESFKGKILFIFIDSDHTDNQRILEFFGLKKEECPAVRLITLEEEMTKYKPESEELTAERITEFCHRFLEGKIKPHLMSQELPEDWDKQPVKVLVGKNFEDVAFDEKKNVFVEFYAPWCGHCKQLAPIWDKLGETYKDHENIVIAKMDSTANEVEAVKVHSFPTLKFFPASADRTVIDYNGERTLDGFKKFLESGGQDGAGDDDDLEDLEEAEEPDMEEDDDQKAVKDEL
NR2E3 ag-2: activates human photoreceptor nuclear receptor NR2E3 | GST-NR2E3/biotin-RetCOR TR-FRET, 1536-well | Q9Y5X4 | 0.12% of 320,000 active | AID 2300 | inhibition of corepressor binding, % at 4.78 µM;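 active = percent inhibition above the cutoff of mean plus 3 SD of all tested compounds, set per screening campaign, cut at about 20% in these data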;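 note: 0% = DMSO wells and 100% = biotin wells as full block of FRET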
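Test system – NR2E3–RetCOR corepressor complex · Quantity – NR2E3 fusion 1.35 nM · Buffer or medium – Tris pH 7.5 · Incubation – Compound–protein incubation for 5 h at 4 °C · Technique – TR-FRET, Eu(K)-anti-GST donor, streptavidin-D2 acceptor, ex 340, em 617/671 nm · Evaluation – percent inhibition of 671/617 nm emission ratio versus biotin and DMSO controls · Plate – 1536-well format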
MITF TRPM1 inh: inhibitors of MITF-driven TRPM1 promoter in melanoma cells; SK-MEL-5 TRPM1 promoter luciferase, 24 h; inhibition, % at 12.5 µM; 0.83% of 330,000 active; AID 488899;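 active = mean inhibition across replicates of 60% or more, whatever share of single replicates reaches that level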; note: values of inactives mirror those of a sister screen read the other way
Peg3 prom inh: Peg3 promoter activity inhibition | HeLa PEG-Prom luciferase reporter, luminescence, overnight | inhibition, % at 20 µM | 1.7% of 360,000 active | AID 588405;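 active = inhibition of at least 50% at 20 µM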
Numbers without * were called inactive; nt = not tested or not shown.

SMILES	hiPSC survival	CaV13 FRET inh	Cardio protect	Shn3 3UTR inh	HIF-2a inh	NR2E3 ag-1	HTR2A ag	PDI inh	NR2E3 ag-2	MITF TRPM1 inh	Peg3 prom inh
CCC12C=CCN3CCC4(c5cc(Br)c(OC)cc5N(C)C4C(O)(C(=O)OC)C1OC(C)=O)C32 (stereo not drawn)	5.6	-5	0	4	14	4	-1	-9	2	13	3
NC(Cc1ccccc1)c1nc2ccccc2[nH]1 (stereo not drawn)	0.4	-2	6	-16	-80	-30	1	6	-1	-21	-66
O=C(CCc1nnc2ccc(NCc3ccc(F)cc3)nn12)N1CCC2(CC1)OCCO2	-0.2	-4	7	-3	5	-19	-2	-4	5	4	5
CCCCCn1c(=O)c(C(=O)Nc2ccccc2S(N)(=O)=O)c(O)c2ccccc21	2.3	0	-29	51	7	-13	4	1	-2	5	25
FC(F)(F)c1ccc(CNCCc2ccc3c(c2)OCO3)cc1	-0.8	-3	3	16	1	2	-8	-2	-3	12	0
Cc1ccc(-c2cc(C(F)F)n3ncc(C(=O)N4CCC5(CC4)OCCO5)c3n2)cc1	-0.2	-7	-1	7	-12	26	-4	-2	8	13	12
O=c1[nH]c2ccccc2n1C1CCN(Cc2ccc(-c3nc4ccccc4nc3-c3ccccc3)cc2)CC1	-1.2	-5	nt	nt	-51	31	2	nt	nt	nt	nt
C=CC[C@@H](CC/C=C/C=C/CC/C=C\[C@@H]1CSC([C@@H]2C[C@@H]2C)=N1)OC	-3.8	nt	-10	14	17	6	5	6	nt	67*	-10
CCCCn1c(O)c(C(C)=NCCCN(CC)CC)c(=O)[nH]c1=O	0.8	-6	8	2	13	2	3	10	1	8	16
COC(=O)CC1(CC(=O)OC)C(=O)N(c2ccccc2)C(=O)N(c2ccccc2)C1=O	-0.1	-4	-4	1	-22	-19	0	2	-3	-12	-17
O=C(O)c1cccc2c1NC(c1cccc([N+](=O)[O-])c1)C1CC(Sc3ccccc3[N+](=O)[O-])C(Cl)C21 (stereo not drawn)	1.6	-3	2	13	5	-14	3	-13	nt	-12	30
CN=C(SCc1cc2c(cc1Cl)OCO2)c1c(O)n(C)c(=O)n(C)c1=O	-0.3	-5	-14	28	7	-4	4	1	0	10	17
CC(=O)C1CCC2C3CCC4CC(O)CCC4(C)C3CCC12C#N (stereo not drawn)	3.2	-7	4	7	-9	-1	14	6	nt	nt	-5
Nc1cc(N2CCNCC2)ccc1[N+](=O)[O-]	2.2	-7	28	7	8	-13	42*	-15	3	10	4
COc1cccc(-n2nc(C(=O)N3CCC4(CC3)OCCO4)c3ccccc3c2=O)c1	6.5	-2	5	3	9	-55	9	-1	1	6	7
CN1C(=O)C(C2c3ccccc3C(=O)N2Cc2ccccc2)C(=O)N(C)C1=O (stereo not drawn)	0.0	-1	13	-14	3	3	-1	-6	2	0	2
Cc1ccc2c(c1)CC1(CN2C)C(=O)NC(=O)N(c2ccc(C)c(C)c2)C1=O (stereo not drawn)	-3.0	nt	6	-23	-4	-37	1	6	3	8	10
Cn1c(O)c(C=Nc2ccccc2)c(=O)n(C)c1=O	-0.4	-18	6	-20	-13	-32	5	13	1	nt	-14
C[C@]12CCC(=O)C(O)=C1CC[C@@H]1[C@@H]2CC[C@]2(C)C(=O)CC[C@@H]12	2.2	-6	16	4	-3	-2	13	-3	2	4	2
CO[C@@H]1C=CC23c4cc5c(cc4CO[C@]2(O)CN(C)[C@H]3C1)OCO5 (stereo partly drawn)	-2.3	-11	1	7	17	7	6	0	nt	-15	-2
O=C(CN1C(=O)CN=C(c2ccccc2)c2ccccc21)NCc1ccco1	2.0	-4	0	-63	-2	-1	-5	-2	0	1	10
CN1CCN(C(=O)COc2ccc(S(=O)(=O)NCc3ccccc3)cc2Cl)CC1	-1.3	nt	3	2	10	-5	-4	-4	-3	-1	8
O=c1[nH]c2ccccc2n1C1CCN(C(c2ccnc3ccccc23)c2nnnn2Cc2ccccc2)CC1 (stereo not drawn)	2.5	-4	34	17	12	4	-3	nt	nt	nt	60*
O=C(c1ccco1)C12CN3CN(CN(C3)C1)C2	0.5	-4	2	-7	19	3	4	-3	-1	2	0
O=C1c2ccccc2-n2nnc(-c3ccccc3)c2C2c3cc(Br)ccc3CCN12 (stereo not drawn)	0.1	-7	5	-2	11	2	16*	nt	nt	nt	5

(continued)
SMILES	hiPSC survival	CaV13 FRET inh	Cardio protect	Shn3 3UTR inh	HIF-2a inh	NR2E3 ag-1	HTR2A ag	PDI inh	NR2E3 ag-2	MITF TRPM1 inh	Peg3 prom inh
Cc1ncoc1C(=O)NCC1=C(c2ccc(S(C)(=O)=O)cc2)C[C@@H]2CC[C@H]1N2CCOc1ccccc1	-0.4	-6	8	-9	5	-5	-1	-8	nt	nt	-8
Cc1cc(C=C2C(=O)NC(=O)NC2=O)c(C)n1-c1ccc2c(c1)OCO2	2.1	-5	-6	-8	-26	-6	2	-4	-1	-6	13
Nc1c(C(=O)NCc2ccco2)c2nc3ccccc3nc2n1CCN1CCOCC1	-2.5	-8	11	-20	5	2	2	2	0	-3	14
CSC(=Nc1ccccc1)c1c(O)n(C)c(=O)n(C)c1=O	-1.0	nt	-5	-27	-9	-19	1	-3	-6	3	5
C/C(=N\Nc1ccccc1)c1c(O)n(C)c(=O)n(C)c1=O	1.3	-3	3	4	5	-5	-1	2	-2	4	13
CCCCNC(=O)NC(C(N)=O)P(=O)(OCC)OCC (stereo not drawn)	0.1	2	7	8	17	-30	1	9	1	-1	4
CC(=NCCN1CCOCC1)c1c(O)n(Cc2ccccc2)c(=O)[nH]c1=O	-1.0	-4	2	-1	11	15	1	15	0	-4	21
CCn1cc(CN2CCCC(C(=O)c3sccc3C)C2)cn1 (stereo not drawn)	1.0	-2	0	13	9	-24	-3	-3	4	4	22
CCC(C)N1Cc2ccccc2C1=N (stereo not drawn)	3.7	-9	10	-13	-4	-4	4	-13	-1	-7	15
CN1CCN(c2c(N)c(=O)oc3ccccc23)CC1	0.1	-7	-2	-9	18	-8	10	-1	0	9	6
COC(=O)C1=C(c2cccc(OCc3ccccc3)c2)C[C@@H]2CC[C@H]1N2C(=O)NCc1ccc(OC)c(OC)c1	4.7	-11	9	17	8	15	6	2	3	6	21
COC(=O)C1=C(c2ccc(F)cc2OCc2ccccc2)C[C@@H]2CC[C@H]1N2C(=O)NCc1ccc(C(F)(F)F)cc1	-2.9	-9	0	93*	12	8	-2	1	nt	10	37
N#Cc1cc2c(nc1SCC(=O)Nc1cc(Cl)cc(Cl)c1)C1CCN2CC1	-1.2	-7	-3	-11	-16	-1	2	-8	-2	-23	-84
C=Cc1ccc(Cn2c(C(=O)O)c(C=O)c3ccccc32)cc1	-0.1	-16	-2	-24	26	-18	1	-4	1	1	10
O=C1NC(=O)N(c2cccc(Br)c2)C(=O)/C1=C/c1ccsc1	-1.2	0	-3	-17	8	12	2	-1	0	10	0
CCN(CC)CCN1Cc2ccccc2C1=N	1.8	-3	1	9	14	-6	-2	0	1	-18	-3
C#C[C@]1(O)CCC2C3C(=O)C=C4C=CCC[C@]4(C)C3CC[C@@]21C (stereo partly drawn)	5.3	-6	19	15	10	-3	0	-3	nt	nt	15
CCC1CN1P(=O)(Oc1ccc(Cl)cc1)N1CC1CC (stereo not drawn)	-2.8	-5	0	2	13	5	-6	-4	nt	0	14
O=C1CN(O)C(c2ccccc2Cl)=c2cc(Br)ccc2=N1	0.0	-5	4	-2	9	-5	1	-4	-1	7	16
CCOP(=O)(OCC)C(NC(=O)CC(C)C)C(Cl)(Cl)Cl (stereo not drawn)	1.7	-2	6	6	18	-7	-2	0	-2	9	6
O=C(NCc1ccc(C(=O)N2CCC3(CC2)OCCO3)cc1)c1cccc(Br)c1	3.2	-11	-4	5	-14	2	-7	-3	-3	1	-5
C[C@H]1COc2cccc(N3CCN(C)CC3)c2S(=O)(=O)N1	-0.7	-8	nt	nt	3	2	1	nt	nt	nt	nt
O=C1CN(O)C(c2ccccc2)=c2cc(Br)ccc2=N1	-0.8	-2	7	-4	22	-9	-2	-2	2	-8	-1
CCN1CCN(C(=O)Cc2ccc(C)cc2)CC1	-0.8	-6	2	-27	-52	-23	-5	11	-2	-4	-39
CC(=NCCCn1ccnc1)c1c(O)n(-c2ccccc2)c(=O)[nH]c1=O	-0.3	-4	-3	-14	6	2	2	-3	-2	-7	4

Later entries:
SMILES	hiPSC survival	CaV13 FRET inh	Cardio protect	Shn3 3UTR inh	HIF-2a inh	NR2E3 ag-1	HTR2A ag	PDI inh	NR2E3 ag-2	MITF TRPM1 inh	Peg3 prom inh
O=C(Nc1nc(-c2ccccc2)c(-c2ccccc2)s1)c1ccc(S(=O)(=O)N(CCCl)CCCl)cc1	-0.8	-5	-7	25	14	-18	0	6	-3	4	9
O=S(=O)(c1ccc(Cl)cc1)N1CC1c1ccccc1 (stereo not drawn)	1.4	-5	15	-21	17	-1	-2	-7	1	-3	1
CCOc1ccc(Cl)cc1CNCCc1ccccc1F	-0.3	-4	-2	7	4	3	1	2	2	-5	74*
CCC(=O)c1cn(Cc2ccccc2C#N)c2ccccc12	0.2	nt	-4	15	29	2	-3	-1	3	14	9
COC(=O)C1=C(c2cccc(OC)c2OC)C[C@@H]2CC[C@H]1N2C(=O)NCCS(C)=O (stereo partly drawn)	-0.1	-11	9	-1	-3	10	5	-2	3	-8	-7
CC(/C=C(\C)Nc1ccccc1)=Nc1ccccc1	3.5	-7	4	-23	8	-13	2	3	0	-1	10
CC(C)(C)NC(=S)N1CCn2cccc2C1c1cccnc1 (stereo not drawn)	0.4	-2	2	-5	17	2	4	0	1	2	4
Cc1ccc2c(c1)N(CCC(=O)N1CCC3(CC1)OCCO3)C(=O)CO2	-2.5	-3	-3	6	-4	34	0	2	-1	-11	6
Cc1cc(NC(=O)COC(=O)c2c(C)nn(Cc3ccccc3)c2C)no1	2.1	nt	6	39	0	-7	-2	5	5	6	1
NS(=O)(=O)c1ccc(N=Nc2c(O)[nH]c(=S)[nH]c2=O)cc1	0.0	-3	3	-15	7	-23	1	-6	-4	6	1
COc1ccc(N2C(=O)NC(=O)/C(=C/c3ccc([N+](=O)[O-])s3)C2=O)cc1	-0.3	-4	0	3	2	7	-1	2	4	nt	8
O=C(COC(=O)Cc1ccccc1)Nc1ccc(F)cc1	1.9	-19	2	11	13	-3	3	-20	0	9	2
C=CCN(CC=C)C(=O)Nc1ccc(OCC)cc1	-2.3	-4	3	1	-30	-8	3	-7	-3	8	-18

An excerpt; rates above refer to the full screens.
